# Source: PubChem (several laboratories)
# KOR beta-arrestin-1: KOR agonists, beta-arrestin recruitment, primary screen, cell-based, luminescence, uHTS (AID 1777) | one-dose activation, % at 10 µM; EC50 in µM for titrated hits | KOR beta-arrestin recruitment, luminescence; higher % means a stronger effect | 280,000 compounds, 0.02% hits; in the data active means activation above about 50%, passing the limit was not always enough; further: a part of the inactive calls stands beside numbers as strong as those of hits
# SIAH1 antagonists: blockers of Siah-1 interaction with plectin peptide – biochemical, fluorescence polarization, rhodamine-plectin, uHTS, primary screen (AID 1817) | Siah-1 / rhodamine-plectin peptide fluorescence polarization; higher % means a stronger effect | one-dose displacement, % at 20 µM; IC50 in µM for titrated hits | 290,000 compounds, 0.02% hits;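 active means displacement of at least 50% at 20 µM, with a fluorescence ratio check between 0.3 and a set limit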;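 further: plate controls were Siah plus tracer with DMSO for no effect and tracer alone without Siah for full effect; strong numbers were not always called active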
# PhoP inhibition: PhoP-dependent GFP reporter repression – Salmonella Typhimurium, primary screen (AID 1863); 300,000 compounds, 0.16% hits; S. Typhimurium PhoP-regulated promoter GFP reporter, 4 h; higher % means a stronger effect; inhibition, % at 50 µM; hits with a dose series show IC50 in µM;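 active means inhibition over 29.93%, a cutoff 3 SD above the screen mean, later confirmed by dose response; inconclusive means inhibition over 29.93% but no dose response follow-up; inactive means inhibition at most 29.93% or unconfirmed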;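 further: 0% = low Mg2+ inducing control and 100% = high Mg2+ repressing control; strong numbers were not always called active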
# KOR beta-arrestin-2: kappa opioid receptor blockers – cell-based, luminescence, uHTS (AID 1778) | 290,000 compounds, 0.091% hits | KOR beta-arrestin recruitment, luminescence, antagonist mode; higher % means a stronger effect | inhibition, % at 10 µM, or IC50 in µM where a hit was titrated; further: strong numbers were not always called active
# NOD2 inhibition: NOD2 signaling inhibitors, cell-based, luminescence, uHTS, HEK293 (AID 1566); HEK293 NOD2/NF-kB luciferase reporter, luminescence; higher % means a stronger effect; one-dose inhibition, % at 4 µM; EC50 in µM for titrated hits; 290,000 compounds, 0.63% hits; further: many of its hits are not listed in these tables
# NOD1 NF-kB reporter: inhibition of NOD1-driven NF-kB reporter – cell-based, luminescence, uHTS, primary screen (AID 1578). NOD1-driven NF-kB luciferase reporter cells, luminescence; higher % means a stronger effect. inhibition, % at 4 µM, or EC50 in µM where a hit was titrated. 290,000 compounds, 1% hits; in the data active means inhibition mostly above about 36%, no sharp cut-off; inactive means mostly below about 34%;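 further: HEK-293T reporter cells stimulated with the NOD1 agonist gamma-tri-DAP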
# HIV fusion peptide: cell-free HIV fusion peptide-binding blockers – biochemical, uHTS, fluorescence dequenching, primary screen (AID 1986); cell-free peptide binding, fluorescence dequenching, 30 min; higher % means a stronger effect; inhibition, % at 20 µM; hits with a dose series show IC50 in µM; 290,000 compounds, 0.3% hits; in the data active means inhibition mostly above about 52%, no sharp cut-off; inactive means mostly below about 76%; further: some results filed as inactive read as strong as hits
# LYP inhibition: PTPN22 lymphoid phosphatase activity blockers – biochemical, fluorescence intensity, uHTS (AID 1779) | 290,000 compounds, 0.054% hits | inhibition, % at 11.5 µM; hits with a dose series show IC50 in µM | recombinant LYP phosphatase, fluorescence intensity; higher % means a stronger effect;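 further: plate controls were vehicle with enzyme for no effect and no enzyme for full effect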
# Myeloid diff MLP: compounds promoting myeloid differentiation | ER-HoxA9 myeloid progenitors, lysozyme-GFP differentiation, flow cytometry | calls only at 10 µM | 360,000 compounds, 1% hits;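 active means normalized GFP-positive differentiation at or above the plate's own cutoff, the solvent-only control mean plus 3 SD; inconclusive means no clear call, values can overlap the other calls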;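 further: cells exposed to compound for four days before flow analysis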
# Myeloid diff MLP GFP+ MAC1+ %: further read-out of Myeloid diff MLP, marked with its call; GFP+ MAC1+ double positive, %; measured here: differentiation confirmed by MAC1 staining
# An asterisk follows results filed as active; i = inactive; ? = inconclusive; . = not tested or not shown; [ ] = dose if it differs, or a comment. Unless noted, no stated cut-off is given here; in the data, active means inhibition above about 50%; inactive means the rest.
Compound,KOR beta-arrestin-1,SIAH1 antagonists,PhoP inhibition,KOR beta-arrestin-2,NOD2 inhibition,NOD1 NF-kB reporter,HIV fusion peptide,LYP inhibition,Myeloid diff MLP,Myeloid diff MLP GFP+ MAC1+ %
Cc1cc(Cl)ccc1N(CC(=O)NCc1ccccc1)S(C)(=O)=O,1.0%,10%,-2%,15%,6%,-9%,-1.0%,-4%,i,0.9
O=C1CC(N(C(=O)c2ccco2)c2cccc(Cl)c2)C(=O)N1c1cccc(Cl)c1 (stereo not given),-3.3%,3%,-4%,22%,2%,-1%,5.4%,-2%,i,4.0
O=[N+]([O-])c1ccc(S(=O)(=O)c2ccccc2)nc1,-3.6%,-4%,13%,49%,-58%,29%,-0.9%,-5%,?,.
CCC(c1nnc(SCC(=O)N2CC(=O)Nc3ccccc32)n1Cc1ccccc1)N(C)C (stereo not given),-4.8%,-3%,-11%,4%,-10%,-12%,-1.3%,-5%,i,0.4
O=C(CCN1C(=O)C2C3CC(C(Br)C3Br)C2C1=O)OCC(=O)c1ccccc1 (stereo not given),-2.6%,-2%,5%,4%,15%,-17%,-4.5%,-7%,i,0.3
COC(=O)C1=C(N)Oc2cc(C)n(CC3CCCO3)c(=O)c2C1c1ccc(Cl)c(Cl)c1 (stereo not given),-1.2%,-2%,-11%,-53%,-71%,53%,-5.0%,-2%,i,5.8
COc1ccc(OC)c(C(=O)Cn2c3[n+](c4ccc(C(F)(F)F)cc42)CCCCC3)c1,-4.9%,3%,-7%,10%,16%,-31%,-2.1%,-4%,i,0.4
NS(=O)(=O)c1ccc(NS(=O)(=O)/C=C/c2ccccc2)cc1,-3.4%,-1%,0%,-3%,4%,-13%,-2.0%,0%,i,5.1
O=C(C1CCCCCC1)N1CC[C@@H](N2CCC(O)CC2)[C@H](O)C1,12%,2%,-3%,-22%,-10%,-19%,3.2%,3%,i,0.3
O=C(Cc1ccc(NC2=NC3CS(=O)(=O)CC3S2)cc1)NCCc1ccccc1 (stereo not given),-3.1%,-2%,.,-22%[20 µM],9%,-22%,0.8%,-8%,i,2.1
Cc1ccc(CNC(=O)CCS(=O)(=O)c2ccc(C)cc2)cc1,-1.1%,4%,0%,-14%,12%,-20%,0.0%,-4%,i,0.3
Cc1cc(C)nc(N/C(=N\S(=O)(=O)Cc2ccccc2)Nc2cccc(Cl)c2C)n1,0.8%,4%,9%,-8%,11%,-13%,-0.8%,6%,i,1.7
O=C(COC(=O)c1ccc2c(c1)C(=O)N(c1cccc3ncccc13)C2=O)c1ccc(Cl)cc1,8.4%,6%,-4%,-50%,11%,-20%,-9.2%,7%,i,0.7
O=C(COC(=O)C1CC(=O)N(Cc2ccco2)C1)c1ccc(OC(=O)c2ccco2)cc1 (stereo not given),13%,28%,-4%,-45%,23%,32%,16%,-6%,i,2.7
O=C(NCC1CCCO1)c1ccc(N2C(=O)C3CCCCC3C2=O)cc1 (stereo not given),-3.0%,6%,-3%,-5%,-13%,-28%,-1.4%,-10%,i,3.9
O=C(CN(C(=O)CNS(=O)(=O)c1ccccc1)c1ccc2c(c1)OCCO2)NC1CCCCC1,-6.7%,-1%,-1%,-26%,-3%,-18%,-1.0%,-6%,i,1.4
O=C(Nc1ccc2c(c1)OCCO2)c1cccnc1Oc1ccccc1,1.5%,1%,-12%,-14%,10%,-10%,0.8%,2%,i,1.0
CC(C)c1ccccc1NC(=O)COC(=O)c1cccnc1,0.5%,4%,-3%,-18%,5%,-18%,-0.5%,-11%,i,0.9
COc1ccc(O)c(/C=N/c2sc(C)c(C)c2C#N)c1,.,-3%,4%,14%,10%,-27%,14%,3%,i,1.4
CC(C)(C)c1ccc(OC(=O)Nc2ccc(O)c(C(=O)O)c2)cc1,0.2%,-3%,10%,17%,52%*,2%,39%,-2%,i,0.4
CC(C)CCNC(=O)C1CCCN(S(=O)(=O)c2ccc3c(c2)CC(C)N3C(=O)C2CC2)C1 (stereo not given),-5.5%,-5%,4%,-39%,28%,23%,0.5%,-15%,i,2.7
Cc1ccccc1/C(N)=N/OC(=O)c1cccs1,3.9%,5%,5%,12%,-13%,-19%,-1.5%,-1%,i,0.6
CN(C)C(=O)CSc1nc2ccc(C(=O)c3ccccc3)cc2[nH]1,4.0%,-4%,6%,-24%[20 µM],8%,53%,-1.2%,-4%,i,1.1
CCN(CC)S(=O)(=O)c1ccc(N2CCOCC2)c(NC(=O)c2cccc(C#N)c2)c1,0.1%,0%,1%,-19%,-28%,-36%,-1.6%,2%,i,1.3
O=C(CSCc1cccc(CSCC(=O)Nc2ccccc2)n1)Nc1ccccc1,9.7%,1%,-4%,-47%,-8%,-15%,3.7%,0%,i,0.7
CCOc1ccc(C(C(=O)Nc2ccc(F)cc2)N(C(=O)Cn2nnc3ccccc32)C2CC2)cc1 (stereo not given),3.2%,4%,-5%,-7%,2%,4%,1.0%,10%,i,0.5
CCOc1ccc(N/C(N)=N/c2nc(CSc3nnnn3-c3ccccc3)cc(=O)[nH]2)cc1,-2.5%,1%,-2%,-8%,26%,6%,2.4%,-15%,i,0.1
COc1ccc(-c2nn(C)c(=O)c3ccccc23)cc1NS(C)(=O)=O,9.2%,-2%,-2%,-4%,2%,-42%,-0.7%,-4%,i,0.4
Cc1ccccc1Cn1cnc2ccccc2c1=O,0.5%,-1%,-25%,14%,13%,0%,2.9%,-8%,i,0.0
C=C1CSc2nc(=O)c3c4c(sc3n21)CCC4,-2.3%,1%,.,2%,2%,-8%,-0.9%,-2%,i,1.9
N#Cc1c(N)nc2c(c1-c1ccc(Br)s1)CCCC2,2.4%,0%,-6%,-7%,8%,-30%,0.1%,-4%,i,0.2
COc1ccc(C(=O)Cc2ccc3c(c2)OCO3)c(O)c1,12%,-1%,8%,-15%,20%,38%,-2.7%,-1%,i,0.5
Cc1c(N=C2SCC(=O)N2/N=C/c2ccccc2)c(=O)n(-c2ccccc2)n1C,-1.6%,5%,-3%,27%,12%,-15%,1.5%,-9%,i,0.2
CNC(=O)CSc1nc2ccccc2c(=O)n1CCc1ccccc1,1.2%,6%,8%,-26%[20 µM],-2%,-41%,0.7%,-5%,i,0.3
CCCCCCC1CC(CCC(=O)Nc2ccc([N+](=O)[O-])cc2)C(=O)O1 (stereo not given),-3.6%,4%,3%,25%,-23%,-28%,-2.3%,-1%,i,0.3
COc1ccc(-c2cc(NCc3ccccn3)n3ncnc3n2)cc1,2.5%,-3%,-3%,30%,6%,19%,1.1%,-7%,i,0.3
COCCC(=O)N1CCC(Oc2ccc(C(=O)NCc3ncc(C)[nH]3)cc2)CC1,0.8%,5%,3%,5%,7%,-39%,0.6%,-6%,i,0.7
Brc1ccc2[nH]c3c(c2c1)CCC3,6.1%,-7%,-6%,-8%,2%,-6%,0.4%,-5%,i,0.4
CC(C(=O)O)N1C(=O)/C(=C/C=C/c2ccco2)SC1=S (stereo not given),-1.8%,11%,-11%,27%,5%,30%,89%*,21%,i,1.9
O=C(Nc1nc(-c2ccccc2)cs1)c1cccs1,1.7%,-4%,9%,-39%,-79%,-30%,-1.6%,0%,i,0.3
COc1cccc(SCC(=O)N2CCN(c3ccccc3)CC2)c1,-1.1%,-2%,0%,5%,5%,10%,-0.4%,-12%,i,0.8
O=C(Nc1ccc(C(=O)O)cc1)/C(=C\c1ccco1)NC(=O)c1ccccc1,-6.3%,0%,-1%,-13%[20 µM],11%,-25%,18%,2%,i,0.0
COc1cc(NC(=S)Nc2ccc(S(=O)(=O)N3CCOCC3)cc2)cc(OC)c1OC,-1.5%,1%,2%,-8%,20%,.,1.7%,-4%,i,1.9
COC(=O)C(NC(=O)c1ccccc1Cl)(Nc1ncc(S(=O)(=O)c2ccc([N+](=O)[O-])cc2)s1)C(F)(F)F (stereo not given),-0.7%,4%,-14%,-6%,-34%,26%,3.1%,0%,i,0.6
O=C(Nc1ccc2c(c1)OCO2)c1ccccc1SCC(=O)N1CCCC1,0.3%,0%,9%,-15%,6%,-33%,-0.9%,0%,i,0.8
C/C(=N\NC(=O)c1ccccc1O)C1CC1,0.4%,-2%,10%,-1%,12%,-17%,10%,-12%,i,2.6
COCCCN1C(=O)C(=O)/C(=C(/O)c2ccc(S(=O)(=O)N3CCCCC3)cc2)C1c1ccc(F)cc1 (stereo not given),8.2%,1%,-3%,-29%,10%,-14%,1.2%,-5%,i,3.8
O=C(NCCc1c[nH]c2ccccc12)c1cc([N+](=O)[O-])cc([N+](=O)[O-])c1,-3.7%,-2%,8%,-16%,28%,9%,-1.8%,-9%,i,0.2
O=[N+]([O-])c1cccc(-c2n[nH]c(=S)n2-c2ccc(Br)cc2)c1,1.0%,0%,-4%,-24%[20 µM],23%,-15%,-1.5%,-3%,i,0.9
CC1(C)CC(=O)C2=C(C1)NC(Nc1nc3ccccc3o1)=NC21CCCCC1,5.3%,0%,-13%,-41%,-24%,-53%,-2.9%,0%,i,1.1

# (continued)
Compound,KOR beta-arrestin-1,SIAH1 antagonists,PhoP inhibition,KOR beta-arrestin-2,NOD2 inhibition,NOD1 NF-kB reporter,HIV fusion peptide,LYP inhibition,Myeloid diff MLP,Myeloid diff MLP GFP+ MAC1+ %
CCOC(=O)C1CCN(C(=O)CS(=O)Cc2nc(-c3ccc(C)cc3)oc2C)CC1 (stereo not given),5.3%,0%,3%,29%,-2%,-1%,8.7%,-7%,?,.
CNC(=O)CN(c1ccc(OC)cc1)S(=O)(=O)c1ccc(F)cc1,-1.0%,0%,-2%,13%,3%,-15%,-1.9%,-6%,i,1.7
O=C(C1CCC(CNS(=O)(=O)c2cccc3cccnc23)CC1)N1CCCC1 (stereo not given),0.7%,-2%,9%,4%,5%,-26%,2.3%,4%,i,1.5
CSc1ccc(CN(C)CC(=O)Nc2ccccc2Br)cc1,-0.5%,3%,16%,-11%,-10%,-12%,0.9%,2%,i,0.6
Cc1cccc2c1N(CCOc1ccccc1Cl)C(=O)C2=O,-5.1%,-9%,-9%,-154%,-22%,20%,-4.3%,5%,.,.
COc1cc(NC(=O)C/C(C)=N/NC(=O)C(OC)c2ccccc2)c(OC)cc1Cl (stereo not given),6.9%,9%,-10%,-6%,6%,-29%,-1.1%,-7%,i,1.1
COc1cc(NS(C)(=O)=O)c(OC)cc1NC(=O)c1ccccc1,-0.6%,-4%,22%,6%,-2%,-12%,-0.7%,-12%,i,0.4

# 2 entries from above, reformatted:
# The line under a structure holds: KOR beta-arrestin-1, SIAH1 antagonists, PhoP inhibition, KOR beta-arrestin-2, NOD2 inhibition, NOD1 NF-kB reporter, HIV fusion peptide, LYP inhibition, Myeloid diff MLP, Myeloid diff MLP GFP+ MAC1+ %
> Cc1cccc2c1N(CCOc1ccccc1Cl)C(=O)C2=O
 : -5.1%, -9%, -9%, -154%, -22%, 20%, -4.3%, 5%, ., .
> COc1cc(NC(=O)C/C(C)=N/NC(=O)C(OC)c2ccccc2)c(OC)cc1Cl (stereo not given)
 : 6.9%, 9%, -10%, -6%, 6%, -29%, -1.1%, -7%, i, 1.1

# The list is partial; the hit share may differ from the screen's.
